# SENP8 block-1 = inhibitors of human SENP8 protease; inhibition, % at 10 µM; 1.2% of 330,000 active; purified SENP8, Z-RLRGG-aminoluciferin cleavage, luminescence; AID 2540; in the data active = inhibition above about 50%
# Target sequence (Q96LD8 whole entry, looked up): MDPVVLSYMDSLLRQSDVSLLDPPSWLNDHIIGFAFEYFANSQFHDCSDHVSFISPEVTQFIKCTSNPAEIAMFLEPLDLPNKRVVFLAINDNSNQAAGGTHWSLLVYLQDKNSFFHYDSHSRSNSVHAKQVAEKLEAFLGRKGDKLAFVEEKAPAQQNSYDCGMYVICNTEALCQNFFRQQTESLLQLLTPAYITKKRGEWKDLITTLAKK
# SENP7 block = blocks the human protease SENP7 | inhibition, % at 5 µM | AID 434973 | 1.5% of 330,000 active | recombinant SENP7, Z-RLRGG-aminoluciferin luminescence, 40 min;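 active = inhibition above about 50% at the single test dose, limit read from the data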;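 note: plate controls were DMSO with enzyme for no effect and no enzyme buffer wells for full effect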
# SENP1 FRET inh = SENP1 (human) catalytic domain inhibition | 0.21% of 360,000 active | Q9P0U3 | recombinant SENP1 catalytic domain, CyPet-SUMO1-YPet FRET cleavage | inhibition, % at 10 µM;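 active = inhibition at least 30% at 10 µM, raw YFP signal under a set limit, fluorescence ratio 0.5 to 1.5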;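 note: 0% = enzyme with DMSO and 100% = no enzyme wells; some results filed as inactive read as strong as hits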
# Target sequence (Q9P0U3 419-644 limits assumed): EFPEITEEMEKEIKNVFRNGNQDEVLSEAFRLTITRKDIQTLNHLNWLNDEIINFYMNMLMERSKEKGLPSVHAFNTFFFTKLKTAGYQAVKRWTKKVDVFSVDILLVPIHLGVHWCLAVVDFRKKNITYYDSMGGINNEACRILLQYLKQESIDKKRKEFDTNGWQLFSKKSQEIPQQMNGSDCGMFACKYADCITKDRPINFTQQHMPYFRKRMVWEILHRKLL
#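 Material: hSENP1 catalytic domain, recombinant; medium: Tris pH 8 with BME, BSA, NP40 and catalase; compound: single concentration of 10 µM compound, 0.5% DMSO final; technique: FRET read of cyan and yellow fluorescence; timing: 50 min enzyme reaction, room temperature, light-protected; reagent: SFCypet-SUMO1-SFYpet substrate at 25 nM; control set: no-enzyme low, enzyme-DMSO high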
# SENP8 block-2 = blocks human SENP8 cleavage of Nedd8 substrate; Q96LD8; recombinant SENP8, Nedd8 substrate fluorescence; inhibition, % at 20 µM; 0.64% of 360,000 active; AID 602440; in the data active = inhibition mostly above about 40%, no sharp cut-off; inactive = mostly below about 27%
# PfGluPho inh = PfG6PD (Plasmodium falciparum) enzyme inhibition; PfGluPho enzyme, NADPH resazurin-diaphorase fluorescence; inhibition, % at 20 µM; 0.78% of 350,000 active; AID 504690;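 active = inhibition reaching at least a set limit at 20 µM in the primary screen, cut at about 59% in these data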;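 note: 0% = DMSO wells with substrate and 100% = DMSO wells lacking glucose-6-phosphate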
# HKDC1 inh = inhibitors of human hexokinase HKDC1; recombinant HKDC1, G6PDH/diaphorase resazurin coupled fluorescence; inhibition, % at 20 µM; Q2TB90; 0.16% of 340,000 active;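 active = inhibition above about 35% when tested at 20 µM, limit read from the data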;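 note: plate controls were DMSO wells with enzyme for no effect and DMSO wells lacking enzyme for full effect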
#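 Assay system – recombinant HKDC1 (HK5) hexokinase enzyme, produced in-house · Input – HKDC1 at 5 µg/mL · Reagent – glucose plus 1 mM ATP as hexokinase substrates · Timing – 90 min reaction incubation at room temperature, dark · Measured by – G6PDH/diaphorase-coupled fluorescence, 1 mM NADP, 100 µM resazurin, 525/613 nm · Benchmarks – DMSO-enzyme wells negative, buffer-substituted wells positive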
# SENP6 block = blocks the human protease SENP6. Recombinant SENP6 catalytic domain, aminoluciferin luminescence. AID 2599. 1.8% of 330,000 active. Q9GZR1. inhibition, % at 10 µM;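 active = inhibition above about 50% at the single tested dose, limit read from the data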;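 note: plate controls were DMSO wells with enzyme for no effect and DMSO wells lacking enzyme for full effect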
# Target sequence (Q9GZR1 628-1112 limits assumed): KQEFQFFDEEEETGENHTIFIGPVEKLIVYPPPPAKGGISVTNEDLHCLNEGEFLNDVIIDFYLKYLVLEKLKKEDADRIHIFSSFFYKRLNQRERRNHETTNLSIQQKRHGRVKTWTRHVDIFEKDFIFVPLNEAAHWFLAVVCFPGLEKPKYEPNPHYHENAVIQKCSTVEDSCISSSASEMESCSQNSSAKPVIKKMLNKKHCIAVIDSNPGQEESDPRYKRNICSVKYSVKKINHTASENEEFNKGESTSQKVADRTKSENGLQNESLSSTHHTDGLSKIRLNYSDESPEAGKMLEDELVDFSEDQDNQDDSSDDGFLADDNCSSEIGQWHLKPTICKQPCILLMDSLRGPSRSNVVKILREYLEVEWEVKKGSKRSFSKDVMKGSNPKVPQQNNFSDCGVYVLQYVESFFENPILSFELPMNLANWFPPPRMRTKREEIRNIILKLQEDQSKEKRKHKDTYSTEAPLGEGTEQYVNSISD
# Apaf-1 inh = human Apaf-1 inhibition; inhibition, % at 20 µM; AID 489030; reconstituted apoptosome caspase-3 activity, DEVD-Rh110 fluorescence; 0.71% of 330,000 active; O14727; active = inhibition of at least 40% at 20 µM;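 note: plate controls were DMSO wells for no effect and DEVD-CHO caspase inhibitor wells for full effect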
#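 Assay system: Apoptosome proteins | Medium: pH 7.5 Hepes buffer with CHAPS, BSA, DTT | Also added: Cytochrome c and DEVD-Rh110 substrate | Times: 30 min plus 50 min, RT | Detection: Rhodamine 110 fluorescence at Ex 480/Em 540 nm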
# Starred values were filed as active, the others as inactive; · = not tested or not shown; & = joins results of further samples.
SMILES,SENP8 block-1,SENP7 block,SENP1 FRET inh,SENP8 block-2,PfGluPho inh,HKDC1 inh,SENP6 block,Apaf-1 inh
CC(=O)Nc1ccc(S(=O)(=O)NCC2CCC(C(=O)NC(C)c3ccc4c(c3)OCCO4)CC2)cc1 (stereo unspecified),-2,9,·,·,·,·,-26,-4
Cc1cccc(-n2nc([N+](=O)[O-])c(N3CCN(C(=O)c4ccco4)CC3)[n+]2[O-])c1,0,3,0,10,22,-1,9,-16
Cc1sc2ncnc(N3CCC(C(=O)Nc4ccc(S(N)(=O)=O)cc4)CC3)c2c1C,1,-1,-3,-1,4,2,2,-1
COCCNC(=O)c1cnn2c(C(F)F)cc(-c3ccc(C)cc3)nc12,2,0,-24,-393,11,17,-5,-11
CCNc1nc(NCC)nc(C(=O)Nc2ccccc2)n1,-3,-6,0,20,-17,0,-1,-7
CNC(=O)NC(=O)CSc1nnc(-c2ccco2)n1Cc1ccccc1,12,9,1,20,-8,-3,15,2
C(=NC12CN3CN(CN(C3)C1)C2)c1ccc2c(c1)OCO2,-6,5,1,32,0,-6,11,-2
O=C(COC(=O)c1cccc([N+](=O)[O-])c1)c1ccc2c(c1)OCO2,-6,-4,·,·,·,·,12,5
Cc1cc(CSc2ccccc2)ccc1NC(=O)c1cccc([N+](=O)[O-])c1,-1,2,2,18,15,2,-20,-6
O=C(O)/C=C/C(=O)N1CCN(S(=O)(=O)c2cc(C(F)(F)F)ccc2Cl)CC1,-5,0,2,21,-10,-7,-7,-8
C=CCN(CC=C)C(=O)c1ccc(OC2CCN(Cc3ccccn3)CC2)cc1,4,3,2,13,-9,8,-1,-1
COc1ccc(NC(=O)/C(C#N)=C/c2ccc[nH]2)c(OC)c1,4,-3,5,11,-5,3,-4,-5
Cc1ccc(S(=O)(=O)NCCC(=O)NC2CCC(C)CC2)cc1 (stereo unspecified),5,9,1,5,8,-2,-3,1
CC(=O)Nc1ccc(NC(=O)C2CCN(S(=O)(=O)c3cccc4nonc34)CC2)cc1,-2,5,6,20,-11,-4,-3,-7
C=CCN1C(=O)C2C(C(=O)NCc3ccccc3)C3(C)C=CC2(O3)C1C(=O)NC(C)(C)C (stereo unspecified),-9,-8,3,4,-1,2,-11,5
O=[N+]([O-])c1ccc2[nH]c(=S)sc2c1,·,·,18,13,22,0,·,·
CC(C)C(C(=O)NCc1ccco1)N(C(=O)CNS(=O)(=O)c1ccccc1)C1CCCC1 (stereo unspecified),-4,1,1,14,4,4,-7,-4
Cc1cccc(N(CC(N)=O)C2SC(=O)NC2=O)c1 (stereo unspecified),6,-3,-2,22,-11,-8,6,-10
O=C(Cn1cc([N+](=O)[O-])ccc1=O)Nc1ccc2c(c1)OCO2,5,-1,2,4,1,-2,6,-14
COc1ccccc1CNCC(=O)Nc1cc(S(=O)(=O)N2CCOCC2)ccc1Cl,-11,-3,-1,11,1,-1,-17,3
C/C(NC(=O)c1ccccc1)=C1/C(=O)CC2C1C2(C)C (stereo unspecified),-9,5,0,-8,-6,-2,-5,5
CCOC(=O)C1=C(C)NC(SCC(N)=O)=C(C#N)C1c1ccncc1 (stereo unspecified),-7,-5,-2&0,-172&-118,0&-8,2&-5,-6,2
S=C(Nc1ccc2nsnc2c1)NC1CCCCC1,7,13,-28,-302,37,15,31,7
Fc1ccc(C2=CC(c3ccc(Br)o3)n3ncnc3N2)cc1 (stereo unspecified),·,·,-28,-405,3,1,·,·
O=C(CN1CCN(c2cccc(Cl)c2)CC1)Nc1nccs1,-11,-14,1,14,-21,13,-17,1
CN(C)C(=O)Cn1cnc2c(cnn2-c2ccccc2Cl)c1=O,-4,-1,1,8,3,-3,14,-9
Cc1[nH]c2ccc(C(=O)N3CCN(Cc4ccccc4)CC3)cc2c1C,-4,8,-9,-10,-15,2,3,11
CCCCNCCOCCOc1ccc(F)cc1,-3,-6,-1,30,2,-6,-17,-2
CC(=O)C(Cc1ccc(Cl)nc1)Cc1ccc(Cl)nc1,2,-6,0,25,-4,-6,-11,3
COc1ccc(CNC(=O)C(C)n2nc(C)c3c(C)n(-c4ccc(C)cc4)nc3c2=O)cc1 (stereo unspecified),-2,2,-1,9,-3,-5,6,-5

# One compound at a time (already shown). Screens in order: SENP8 block-1 | SENP7 block | SENP1 FRET inh | SENP8 block-2 | PfGluPho inh | HKDC1 inh | SENP6 block | Apaf-1 inh
# Results for CCOC(=O)C1=C(C)NC(SCC(N)=O)=C(C#N)C1c1ccncc1 (stereo unspecified) → -7 | -5 | -2&0 | -172&-118 | 0&-8 | 2&-5 | -6 | 2
# Results for COc1ccccc1CNCC(=O)Nc1cc(S(=O)(=O)N2CCOCC2)ccc1Cl → -11 | -3 | -1 | 11 | 1 | -1 | -17 | 3
# Results for Cc1cccc(N(CC(N)=O)C2SC(=O)NC2=O)c1 (stereo unspecified) → 6 | -3 | -2 | 22 | -11 | -8 | 6 | -10
# Results for C/C(NC(=O)c1ccccc1)=C1/C(=O)CC2C1C2(C)C (stereo unspecified) → -9 | 5 | 0 | -8 | -6 | -2 | -5 | 5
# Results for O=C(Cn1cc([N+](=O)[O-])ccc1=O)Nc1ccc2c(c1)OCO2 → 5 | -1 | 2 | 4 | 1 | -2 | 6 | -14

# Continued:
SMILES,SENP8 block-1,SENP7 block,SENP1 FRET inh,SENP8 block-2,PfGluPho inh,HKDC1 inh,SENP6 block,Apaf-1 inh
COc1ccc(NS(=O)(=O)c2cc(NC(=O)c3ccccc3)ccc2N2CCOCC2)cc1,-3,4,3,17,0,6,-4,4
Cc1cc(Nc2ccc(F)cc2C)n2nc(C)nc2n1,-6,5,-1,4,1,-5,-3,1
Cc1ccc(CN2CCN(Cc3nc4c(s3)CCCC4)CC2CCO)cc1 (stereo unspecified),5,2,-4,5,7,-4,-1,2
O=S(=O)(c1ccccc1)c1nc(-c2ccccc2Cl)oc1NCCN1CCOCC1,0,11,0,-60,7,15,-16,-12
Cc1ccc(NC(=O)Cc2nnc(N)s2)cc1,-3,-3,1,24,3,0,8,-2
CCOC(=O)c1c(C)n(C)c2ccc(OC)c(NS(=O)(=O)c3ccc(Cl)s3)c12,-2,-11,2,9,44,0,-10,22
CC(=O)N1N=C(c2cccc(Br)c2)OC12CCCC2,-4,2,0,-378,-13,-5,-8,6
Fc1cccc2sc(N3CCCC3)nc12,-18,-4,1,25,3,-8,-13,-11
O=C(c1cccc(S(=O)(=O)N2CCOCC2)c1)N1CCCc2ccccc21,7,3,0,34,-2,-2,3,5
CCOc1ccccc1NC(=O)N1CCCC1C(=O)NCc1ccco1 (stereo unspecified),-1,6,0,22,-9,-3,4,-5
CCN(CC)S(=O)(=O)c1ccc(NC(=O)c2ccc(CN3CCOCC3)cc2)cc1,1,1,-1,13,2,-8,11,-23
COc1ccc(-c2coc3cc(OC4OC(CO)C(O)C(O)C4O)cc(O)c3c2=O)cc1 (stereo unspecified),2,4,2,14,-5,-1,15,3
CC(=O)NC1=NN(C(C)=O)C(C)(CS(=O)(=O)c2ccc(C)c(C)c2)S1 (stereo unspecified),-4,13,1,5,2,8,-15,-12
CCOc1ccc(N(CC(=O)N2CCCC2)S(=O)(=O)c2ccc(Cl)cc2)cc1,-4,1,-1,14,-13,-5,7,9
Cc1cc(Cl)ccc1OCCCC(=O)NNC(=O)c1ccncc1,-4,4,2,4,-14,-2,0,-1

# 2 successive compounds from above, for reference:
SMILES,SENP8 block-1,SENP7 block,SENP1 FRET inh,SENP8 block-2,PfGluPho inh,HKDC1 inh,SENP6 block,Apaf-1 inh
COc1ccc(-c2coc3cc(OC4OC(CO)C(O)C(O)C4O)cc(O)c3c2=O)cc1 (stereo unspecified),2,4,2,14,-5,-1,15,3
CC(=O)NC1=NN(C(C)=O)C(C)(CS(=O)(=O)c2ccc(C)c(C)c2)S1 (stereo unspecified),-4,13,1,5,2,8,-15,-12

# Continuation:
SMILES,SENP8 block-1,SENP7 block,SENP1 FRET inh,SENP8 block-2,PfGluPho inh,HKDC1 inh,SENP6 block,Apaf-1 inh
CNC(=O)CC(=O)Nc1ccccc1C(=O)O,-9,1,1,15,-2,-1,14,3
CC(=O)c1c(N2CCN(Cc3ccc4c(c3)OCO4)CC2)nc(=S)n(-c2ccccc2)c1C,-4,-4,-23,15,4,-1,-6,-10
O=C(NCC(c1ccco1)N1CCCCC1)c1ccc2c(c1)S(=O)(=O)c1ccccc1C2=O (stereo unspecified),2,-2,-11,-1,4,-8,-4,6
Cc1ccc(-n2ncc3c(=O)n(CC(=O)N4CCN(c5ccccc5)CC4)cnc32)cc1C,1,-3,2,6,5,-6,-13,-5
Cc1ccc(Nc2ccc([N+](=O)[O-])nc2[N+](=O)[O-])cc1,-1,4,-1,23,1,15,9,-9
COc1ccc(N(CC(O)Cn2c(C)nc3ccccc32)S(=O)(=O)c2ccc(C)cc2)cc1 (stereo unspecified),-5,10,-2,-1,-11,4,-4,19
OCC[C@H]1C[C@@H](O)[C@H](O)[C@@]2(CCc3ccccc3O2)O1,-8,0,0,16,5,-4,-4,-9
CC(=O)Nc1ccc(-c2csc(NC(=O)Nc3ccccc3)n2)cc1,·,·,-1,-60,21,-2,·,·
Fc1ccc(C2CC(c3cccs3)=NN2C(=S)Nc2ccccc2)cc1 (stereo unspecified),-1,1,-4,-66,-2,14,11,0
Cc1cccc(NC(=O)CCN2C(=O)C3C4C=CC(C4)C3C2=O)c1 (stereo unspecified),-4,-8,0,1,1,-1,-4,7
COc1ccccc1NS(=O)(=O)c1ccc(NN=C2CCCCC2)c([N+](=O)[O-])c1,10,5,1,31,-4,2,-10,-1
Cc1cc(C)c(S(=O)(=O)NCc2cccs2)cc1C,-15,-13,5,1,3,5,-2,11
Cc1cccc(C)c1N(CC(=O)NC1CCCCC1)C(=O)c1csnn1,-2,4,3,12,5,-7,19,0
Nc1nc(=O)c2ccccc2s1,·,·,2,9,46,-4,·,·
CCOC(=O)C1=C(C)NC(=O)CC1c1cc2c(cc1Br)OCO2 (stereo unspecified),-10,-7,1,10,-9,-6,-18,9
O=C(NCc1cccc(C(F)(F)F)c1)C1CCC(=O)N(C2CCCCCC2)C1 (stereo unspecified),3,6,0,5,12,-3,3,1

# Screens deposited in PubChem BioAssay by Sanford-Burnham Center for Chemical Genomics.
